High-throughput results (PubChem BioAssay)
Tat export inh = E. coli Tat transport inhibition | AID 488895 | 0.036% of 340,000 active | inhibition, % at 10 µM | E. coli MC4100 TorA-mCherry Tat export, fluorescence;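 active = mean replicate inhibition at least 50% and at least half of replicates individually reaching 50%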;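 also: exported cargo escapes ClpAP degradation while cytoplasmic cargo is degraded and loses fluorescence; 0% = median of neutral control wells and 100% = median of NaSCN control wells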
MOR-DOR ag = agonists of human mu-delta opioid receptor heterodimerization; P35372+P41143; cells, OPRM1-OPRD1 heterodimerization, luminescence; activation, % at 9.3 µM; 0.3% of 340,000 active; in the data active = activation above about 18%;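 also: 0% = vehicle-treated cells and 100% = reference agonist; values of inactives mirror those of a sister screen read the other way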
Target sequence (P35372 whole entry, looked up): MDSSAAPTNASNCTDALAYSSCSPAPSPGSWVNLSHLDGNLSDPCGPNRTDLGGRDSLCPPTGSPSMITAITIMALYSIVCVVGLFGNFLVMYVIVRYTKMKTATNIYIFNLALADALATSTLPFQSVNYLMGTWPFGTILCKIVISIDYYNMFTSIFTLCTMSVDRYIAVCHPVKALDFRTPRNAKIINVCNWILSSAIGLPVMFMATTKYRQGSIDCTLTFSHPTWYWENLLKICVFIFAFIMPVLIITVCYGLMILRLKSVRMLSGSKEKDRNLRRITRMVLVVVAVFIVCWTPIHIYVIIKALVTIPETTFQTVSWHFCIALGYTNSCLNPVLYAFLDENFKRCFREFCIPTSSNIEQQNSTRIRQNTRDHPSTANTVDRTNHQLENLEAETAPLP
Target sequence (P41143 whole entry, looked up): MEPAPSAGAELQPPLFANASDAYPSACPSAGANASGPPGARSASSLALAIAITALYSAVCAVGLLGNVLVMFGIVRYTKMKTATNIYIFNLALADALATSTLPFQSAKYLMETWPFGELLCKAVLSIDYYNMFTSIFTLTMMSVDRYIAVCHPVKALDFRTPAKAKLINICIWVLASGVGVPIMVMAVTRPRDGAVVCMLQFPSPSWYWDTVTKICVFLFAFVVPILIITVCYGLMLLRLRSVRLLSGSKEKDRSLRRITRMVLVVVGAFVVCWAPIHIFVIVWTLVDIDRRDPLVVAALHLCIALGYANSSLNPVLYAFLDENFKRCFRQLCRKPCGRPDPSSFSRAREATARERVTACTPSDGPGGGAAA
PKA-R1A act = activators of PKA-R1A complex; P00514+P68181; PKA-R1A dissociation, Cy5-IP20 fluorescence polarization; scaled: DMSO 0%, 113 µM cGMP 100%; activation, % at 11.4 µM; 0.083% of 340,000 active; AID 504707;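 active = percent activation above the mean of all tested compounds plus 3 SD, cut at about 19% in these data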;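 also: higher means more PKAc released from R1A so a rise in polarization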
Ecoli viability = counter-screen for AddAB inhibitors: E. coli growth inhibition | AID 449728 | 0.27% of 330,000 active | E. coli V3065 growth, OD600 absorbance, 18 h | inhibition, % at 11.9 µM;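 active = inhibition above the campaign's mean inhibition across all tested compounds plus 3 SD, cut at about 9.9% in these data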;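 also: uninfected addAB+ strain grown without phage in ampicillin broth; 0% = DMSO wells and 100% = ciprofloxacin 0.95 µg/ml wells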
AddAB inh = less growth of phage-infected E. coli with AddAB. E. coli expressing H. pylori AddAB, absorbance growth. inhibition, % at 11.9 µM. 0.29% of 330,000 active. AID 435030; in the data active = inhibition above about 12%;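 also: 0% = vehicle wells of infected cells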
OPRM1-OPRD1 inv = inverse agonists of human mu-delta opioid receptor heterodimerization. inhibition, % at 9.3 µM. cell-based MOR-DOR heterodimer luminescence, inverse agonism. 0.21% of 340,000 active; in the data active = inhibition above about 22%, passing the limit was not always enough;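 also: 0% = cells with DMSO and 100% = wells without cells with DMSO; values of inactives mirror those of a sister screen read the other way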
phage Ecoli inh = E. coli growth loss with phage present; inhibition, % at 11.9 µM; AID 651602; growth absorbance; 0.26% of 360,000 active; in the data active = inhibition above about 11%
Arrestin-AP2 inh = human beta-arrestin and AP2 interaction inhibition; 0.31% of 340,000 active; inhibition, % at 10 µM; FITC-arrestin peptide / GST-AP2 beads, flow cytometry; AP2 beta2 appendage carries R879A mutation; AID 504490;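 active = inhibition above a set limit, near 3 SD of compounds lacking own fluorescence, cut at about 54% in these data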;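 also: plate controls were DMSO wells for no effect and 5 µM unlabelled arrestin peptide for full effect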
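test system = AP2 appendage R879A on GSH beads | buffer or medium = PBS plus Tween 20 (0.05%) and BSA (0.1%) | incubation = 12 min plus 1 h, RT | detection = bead flow cytometry, FITC channel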
Mot1-301 SUMO = blocks SUMOylation pathway, rescuing yeast Mot1-301 growth | AID 2716 | 1% of 320,000 active | growth rescue, % at 18.8 µM | S. cerevisiae Mot1-301 growth rescue, ATP luminescence, 38.5C; percent above DMSO median, 100 means doubled;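 active = every valid replicate shows activation above 250% relative to neutral control wells; inactive = the rest, any valid replicate at or below 250%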;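 also: OY570 slx delta 5 strain wells were the positive control but not used for scaling; some compounds called inactive have numbers as strong as hits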
DSG3 Ab inh = inhibitors of pemphigus antibody binding to human desmoglein-3 | P32926 | DSG3-coupled beads, scFv-anti-DSG3-GFP binding, flow cytometry; active compounds read low | binding (percent of control), % at 10 µM | 0.48% of 310,000 active | AID 588358;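 active = binding more than 3 SD below its plate's average and above zero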;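 also: hits lower antibody fragment binding to DSG3; some compounds called inactive have numbers as strong as hits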
PfHsp90 yeast 2 = growth inhibition of yeast expressing Plasmodium Hsp90; 0.32% of 310,000 active; AID 504621; S. cerevisiae expressing PfHsp90, BacTiter-Glo ATP, 48 h; yeast lacking PDR1 and PDR3 efflux regulators; inhibition, % at 9.4 µM;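 active = every replicate shows inhibition above about 80%, whatever the replicate mean, limit read from the data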;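 also: 0% = DMSO neutral controls and 100% = 20 µM radicicol positive controls; yeast relying on Plasmodium falciparum Hsp90 in place of its own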
* marks the source's active call; other numbers are inactive results; x = not tested or not shown.

SMILES	Tat export inh	MOR-DOR ag	PKA-R1A act	Ecoli viability	AddAB inh	OPRM1-OPRD1 inv	phage Ecoli inh	Arrestin-AP2 inh	Mot1-301 SUMO	DSG3 Ab inh	PfHsp90 yeast 2
Cc1cccc(NC(=O)Cn2nnc3sc4c(c3c2=O)CC(C)(C)OC4)c1	x	x	x	1.5	0.6	x	1.2	-15.3	8.8	104.6	x
CC1=C(C(N)=O)C(c2ccc(Cl)cc2)NC(=O)N1 (centres undefined)	-4.6	-2.9	0.8	3.2	-1.4	12.4	0.2	-3.3	13.6	99.0	23.2
O=C(Nc1cc2c(cc1Cl)-c1ccc([N+](=O)[O-])cc1C2=NO)C(F)(F)F	-5.7	5.9	-0.7	x	x	-25.9	x	0.8	x	92.7	-78.5
C/C(=N\NC(=O)c1ccc2ccccc2c1)c1cccs1	-1.3	-1.1	-0.2	x	x	6.0	-1.7	-5.3	1.2	107.7	5.2
COc1ccc(C(=O)CSc2nc3ccccc3n2CC(=O)NC(C)(C)C)cc1	5.2	x	-1.7	-2.0	2.7	x	0.2	-8.0	-8.3	102.3	-1.0
NCCCC[C@H]1CNC(=O)C(=O)N1CCC12CC3CC(CC(C3)C1)C2	3.7	-1.8	4.0	0.1	-1.0	10.4	3.8	4.0	-9.2	109.2	-12.4
O=C(Oc1ccc(-c2cn3c(n2)SCC3)cc1)c1ccccc1	-1.1	-1.4	4.2	-1.4	1.0	7.3	2.3	4.0	-10.9	99.0	x
CCn1cc(CNC(=O)C2CCC(=O)N(Cc3ccc(Cl)cc3)C2)cn1 (centres undefined)	1.3	-2.1	-5.2	0.2	6.2	10.3	1.9	-7.6	62.5	110.7	13.5
O=C(CCNS(=O)(=O)c1ccc2nsnc2c1)N1CCN(c2ccncc2)CC1	1.9	0.8	4.4	2.1	3.0	-4.7	1.9	-6.3	-10.3	104.0	-2.2
Cn1cc(Cl)c(C(=O)NNC(=S)NC2CCCCC2)n1	-6.0	-3.6	4.0	-3.4	3.1	18.5	2.4	-4.8	-4.1	99.8	9.5
CNC(=S)NNC(=O)c1ccc(=O)n(Cc2ccc(Cl)cc2Cl)c1	-3.3	-2.8	3.1	-2.6	-0.9	14.2	3.4	36.0	-4.3	99.0	4.0
Oc1cccc(C(O)CNCc2ccc(OCc3ccc(Cl)cc3Cl)cc2)c1 (centres undefined)	-8.1	10.4	4.0	1.3	4.3	-59.4	7.0	6.6	54.4	96.5	-12.1
Cc1cc(C)n(C(=O)Cn2nc(C)c(Br)c2C)n1	-2.4	-2.6	-11.2	-1.0	2.5	13.0	-0.3	-3.0	23.6	119.2	-3.0
COc1ccc(OC)c(C2C3=C(N=C4SCC(=O)N42)c2ccccc2CC3)c1 (centres undefined)	5.7	0.1	-10.6	3.0	0.2	-0.5	1.6	33.0	x	98.8	-2.0
CN(C(=O)COC(=O)CSc1cc(Cl)ccc1Cl)c1c(N)n(Cc2ccccc2)c(=O)[nH]c1=O	-10.5	-0.8	-9.8	-1.3	-0.1	5.6	5.8	0.2	-2.4	103.2	-0.7
O=C(O)c1cccnc1SCc1ccc([N+](=O)[O-])cc1	-0.5	-3.2	-5.5	-0.8	1.8	16.0	0.7	8.3	-0.6	108.4	5.2
Nc1nc(-c2ccccc2)cn1/N=C/c1ccccc1	-3.9	-1.7	2.6	-0.1	0.7	8.8	3.9	2.3	0.4	109.5	-4.6
Cc1ccccc1CSc1ccc(-c2ccc3c(c2)OCO3)nn1	8.1	1.3	2.1	2.9	3.8	-6.7	3.6	-2.5	34.6	98.7	17.6
N/C(=N\OS(=O)(=O)c1cccc([N+](=O)[O-])c1)c1ccncc1	-12.8	-2.5	-5.9	0.6	2.1	13.1	3.8	-11.5	2.0	116.8	6.9
C/C(CCc1ccccc1)=N\NC(=S)NCCc1ccccc1	2.0	3.1	-0.4	-2.3	2.6	-23.4	0.5	16.9	3.2	x	26.6
CCOc1nc(NCCC2=CCCCC2)nc(N2CCOCC2)n1	7.9	-3.7	-4.7	-0.2	0.6	20.6	1.2	-0.4	2.0	103.7	-27.6
CCCCN1C(=O)C(=O)N(CC(=O)c2ccc3c(c2)CCCC3)C1=O	-1.7	2.3	-5.8	2.3	1.1	-9.1	2.3	-5.2	-1.8	x	-14.8
O=C(O)C1C2C=CC(C2)C1C(=O)OCC1CCCO1 (centres undefined)	-5.2	-3.2	-3.2	-2.3	1.3	18.1	1.1	-4.8	7.4	100.2	-3.8
Cc1ccc(OC(=O)CCC(=O)Nc2ccc(Br)cc2)cc1	2.8	0.0	-2.4	0.6	4.9	0.2	2.7	-4.2	179.2	96.8	-6.0
COc1ccc(-c2cc(C(=O)N(C)Cc3ccc(OC)c(OC)c3OC)c3ccccc3n2)cc1OC	-3.4	-0.8	4.7	1.4	-1.0	4.1	-0.4	-9.7	-6.6	96.0	-3.6
SMILES	Tat export inh	MOR-DOR ag	PKA-R1A act	Ecoli viability	AddAB inh	OPRM1-OPRD1 inv	phage Ecoli inh	Arrestin-AP2 inh	Mot1-301 SUMO	DSG3 Ab inh	PfHsp90 yeast 2
C/C(=N\Nc1ccccc1)c1cccc(N)c1	-3.1	2.1	-0.2	x	x	-11.8	2.2	3.8	97.6	105.4	-4.7
CC1(C)Cc2ccccc2C(NNC(=O)c2ccc(Br)o2)=N1	6.5	-2.2	-11.6	1.7	0.9	11.9	1.9	2.3	33.8	112.9	-40.6
CCOC(=O)C1=C(C(F)(F)F)Nc2ncnn2C1c1cc(OC)ccc1OC (centres undefined)	-6.6	-0.3	-0.7	-1.7	1.5	1.5	4.0	-3.6	9.6	101.3	2.0
CCc1ccc(-c2nc(CSCC(=O)NCCCN3CCCC3=O)c(C)o2)cc1	2.3	-1.1	13.3	0.8	1.3	5.4	-4.0	10.0	317.6	111.7	-16.8
NS(=O)(=O)c1ccc(OC(=O)CNC(=O)OCc2ccccc2)cc1	1.0	-2.8	-0.8	1.5	0.9	13.7	0.2	-19.7	-9.9	x	6.3
COc1ccc2nc(C)cc(SCC(=O)N/N=C/c3ccc(O)cc3O)c2c1	11.4	-0.5	0.0	-0.7	6.0	2.8	1.5	6.0	6.7	105.9	0.7
O=C(NCCC1CCCCN1S(=O)(=O)c1ccccc1)C(=O)Nc1ccc(F)cc1F (centres undefined)	6.1	-1.7	-3.3	1.1	1.0	9.2	1.5	43.2	2.4	110.4	4.5
CN(C)C(CNC(=O)c1ccc2c(=O)n(-c3ccccc3F)c(=S)[nH]c2c1)Cc1ccccc1 (centres undefined)	5.0	-0.8	-0.8	-0.3	0.2	4.0	2.5	3.5	-4.0	118.4	-6.1
CC(C)CC(=O)c1c[nH]c(C(=O)NCCCN2CCOCC2)c1	-0.1	-1.6	-7.9	-1.6	2.3	6.9	2.6	-6.6	353.9	96.6	-6.6
COc1cc(OC)cc(C(=O)NCC(=O)OCc2ccc(Cl)c(Cl)c2)c1	4.3	5.1	0.2	-3.1	1.1	-22.0	0.8	0.4	x	89.8	2.0
COc1ccc(S(=O)(=O)Nc2nnc(C(C)(C)C)s2)cc1	5.0	-1.5	-4.5	-0.2	0.9	8.7	1.4	3.0	-21.1	97.3	29.1
CC1(C)CC(=O)C2=C(C1)NCN(Cc1ccc3c(c1)OCO3)C2	3.8	-1.1	-3.3	-0.7	4.1	4.8	0.9	-7.8	-0.3	96.2	-8.3
O=C(N/N=C/c1c[nH]c2ccccc12)c1cc(-c2ccc3ccccc3c2)n[nH]1	1.3	-2.1	-5.8	-1.0	6.8	10.7	-0.3	13.2	6.1	x	-2.6
O=C(NCc1cccs1)C(=O)NCC1OCCCN1S(=O)(=O)c1cc(F)ccc1F (centres undefined)	0.8	-1.2	-5.1	0.4	-3.3	4.8	-0.5	11.7	-4.9	105.0	-15.6
CCn1c(SCc2ccccc2)nc2cc(OC)c(OC)cc2c1=O	13.8	0.0	-1.4	-1.7	-1.4	-0.1	-4.4	23.3	1.8	113.9	0.0
COc1ccc(S(=O)(=O)N(C)CC(=O)Nc2ccc(C(F)(F)F)cc2)cc1Cl	-15.1	5.7	-7.2	3.0	1.3	-30.1	5.0	28.7	-5.9	100.5	10.9
CCOc1ccc(NC(=O)CSc2nnnn2C2CC2)cc1S(=O)(=O)N1CCCC1	-2.4	0.4	2.4	-0.3	0.3	-1.8	-0.9	30.2	0.6	92.2	9.5
O=c1/c(=C\c2cccn2-c2ccccc2)sc2nc3ccccc3n12	-11.6	-1.3	-6.4	x	x	7.2	3.2	12.2	x	111.8	4.3
Cc1sc2ncnc(NCc3ccco3)c2c1C	-9.0	-0.9	-5.8	1.7	4.0	4.2	3.2	85.3*	14.1	109.4	9.3
O=C1Nc2ncccc2OC1CCCl (centres undefined)	-0.7	-1.5	-3.7	1.4	0.2	8.1	0.2	-0.6	-3.7	76.4	-9.3
CS(=O)(=O)c1ccc(NC(=O)c2cccc(S(=O)(=O)N3CCN(Cc4ccccc4)CC3)c2)cc1	2.6	4.6	-16.6	-0.9	-1.8	-18.8	1.2	-11.7	-17.5	108.5	9.7
COc1ccccc1Oc1ccc(N/C=C/C(=O)c2ccco2)cc1	1.6	-0.1	5.0	-0.3	-1.5	0.7	8.5	-13.1	166.1	101.3	-40.8
COC(=O)NC1(C(=O)O)CCCC1	0.1	1.2	1.5	0.7	1.8	-6.5	2.6	-3.5	0.2	102.8	-6.3
COc1ccc(CC(=O)O/N=C(\N)Cc2ccc(OC)c(OC)c2)cc1	-2.8	-1.4	0.9	-3.2	-1.4	7.8	x	6.4	18.3	101.6	23.1
COc1ccc(N(CC(=O)NC2CCCC2)C(=O)c2ccc(N3CCCCC3)nc2)cc1	1.3	1.1	-2.0	-0.2	0.8	-6.2	0.8	37.7	-11.0	98.1	-4.8
Nc1cc2c(cc1Cl)-c1ccc([N+](=O)[O-])cc1C2=NO	-0.7	0.5	7.9	x	x	-2.4	3.9	-9.1	x	89.3	-26.5
C=CCn1c(SCC(=O)NC(=O)NCc2ccco2)nc2sc(CC)cc2c1=O	-7.1	-1.4	5.5	-6.0	-2.4	8.5	1.7	-12.3	12.4	99.3	-0.3
COc1cccc(CN2CCNC(=O)C2CC(=O)NCCn2cccn2)c1OC (centres undefined)	-3.5	-0.2	12.2	0.8	5.3	1.7	7.2	-7.0	-2.5	104.6	5.4
CC(=O)CCc1ccc(Oc2nc(-c3cccnc3)nc3ccccc23)cc1	4.8	-0.3	-5.3	1.3	0.9	1.6	4.0	2.2	-3.4	103.6	-2.0
